NOD1 inhibition – inhibition of NOD1-driven NF-kB reporter – cell-based, luminescence, uHTS, primary screen (AID 1578); NOD1-driven NF-kB luciferase reporter cells, luminescence; higher % means a stronger effect; inhibition, % at 4 µM, or EC50 in µM where a hit was titrated; 290,000 tested, 1% active; in the data active means inhibition mostly above about 36%, no sharp cut-off; inactive means mostly below about 34%;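 further: HEK-293T reporter cells stimulated with the NOD1 agonist gamma-tri-DAP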
KOR beta-arrestin-1 – kappa opioid receptor blockers – cell-based, luminescence, uHTS (AID 1778); KOR beta-arrestin recruitment, luminescence, antagonist mode; higher % means a stronger effect; inhibition, % at 10 µM; hits with a dose series show IC50 in µM; 290,000 tested, 0.091% active; in the data active means inhibition above about 50%; further: strong numbers were not always called active
NTR1 agonist – NTR1-driven beta-arrestin-GFP spot formation – imaging, U2OS cells, high content, primary screen (AID 493036); P30989; agonist mode; activation, % at 20 µM; 330,000 tested, 0.17% active;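 active means activation at or above 40% of the spot to cytoplasm intensity ratio, with at least 20 cells analyzed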;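 further: 0% = DMSO without peptide and 100% = 100 nM NTR1 peptide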
Target sequence (P30989 whole entry, looked up): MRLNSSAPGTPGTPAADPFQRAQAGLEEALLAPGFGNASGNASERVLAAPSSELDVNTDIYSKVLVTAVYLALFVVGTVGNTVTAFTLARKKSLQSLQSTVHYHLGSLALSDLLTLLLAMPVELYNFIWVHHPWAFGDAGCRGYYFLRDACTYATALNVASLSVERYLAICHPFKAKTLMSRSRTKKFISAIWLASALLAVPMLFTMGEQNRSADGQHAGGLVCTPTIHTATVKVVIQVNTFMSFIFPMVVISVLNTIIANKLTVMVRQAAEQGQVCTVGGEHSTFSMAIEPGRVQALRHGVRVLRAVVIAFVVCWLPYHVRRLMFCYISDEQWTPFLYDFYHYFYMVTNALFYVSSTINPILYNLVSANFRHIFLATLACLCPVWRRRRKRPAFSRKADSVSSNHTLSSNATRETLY
MgcRacGAP inhibition – MgcRacGAP GTPase-activating activity inhibitors, confirmation, biochemical, ADP Hunter fluorescence. 340,000 tested, 0.6% active. MgcRacGAP-stimulated Rac1 GTP hydrolysis, ADP Hunter fluorescence; higher % means a stronger effect; GST-tagged Rac1 F28L mutant substrate. inhibition, % at 30 µM; hits with a dose series show IC50 in µM;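 active means first-screen hits whose inhibition reached a set limit at any dose in the follow-up dose series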;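 further: fluorescence reports GDP produced by GAP-driven GTP hydrolysis; strong numbers were not always called active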
GPR35 antagonists – GPR35 antagonists blocking zaprinast-driven arrestin recruitment, primary screen, imaging, U2OS, beta-arrestin-GFP, zaprinast agonist (AID 2058); U2OS GPR35 beta-arrestin-GFP translocation imaging, zaprinast antagonism; higher % means a stronger effect; one-dose inhibition, % at 10 µM; IC50 in µM for titrated hits; 290,000 tested, 0.052% active;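 active means inhibition of at least 50% with at least 30 cells and total cytoplasm GFP at most 10,000,000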
GPR55 antagonists – inhibition of LPI-stimulated GPR55 beta-arrestin translocation – imaging, U2OS, beta-arrestin-GFP, LPI agonist, primary screen (AID 2013); 290,000 tested, 0.13% active; U2OS GPR55 beta-arrestin-GFP translocation imaging, LPI antagonism; higher % means a stronger effect; one-dose inhibition, % at 10 µM; IC50 in µM for titrated hits;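 active means spots per cell inhibited over 60%, with over 100 cells counted and total cytoplasm intensity under 500,000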;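 further: U2OS cells stably carrying GPR55 and arrestin-GFP stimulated by 5 µM LPI near EC80; imaged beta-arrestin-GFP aggregate spots per cell after agonist stimulation; plate controls were LPI-stimulated DMSO wells for no effect and DMSO wells without LPI for full effect; some results filed as inactive read as strong as hits; confirmed hits need IC50 under 10 µM and bright autofluorescent wells are also inconclusive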
KOR beta-arrestin-2 – kappa opioid receptor activators – cell-based, luminescence, uHTS, primary screen (AID 1777) | activation, % at 10 µM, or EC50 in µM where a hit was titrated | 280,000 tested, 0.02% active | KOR beta-arrestin recruitment, luminescence; higher % means a stronger effect; in the data active means activation above about 50%, passing the limit was not always enough; further: a part of the inactive calls stands beside numbers as strong as those of hits
K1F lysis inhibition – protection from phage-mediated lysis, alamar blue read-out – E. coli UTI89, K1F phage, bacterial capsule biogenesis inhibitors (AID 488966). inhibition, % at 100 µM; hits with a dose series show IC50 in µM. E. coli UTI89 K1F phage lysis, alamar blue, 2 h; higher % means a stronger effect. 340,000 tested, 0.02% active;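 active means phage lysis inhibition, versus mean bacterial control, above a set limit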;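 further: capsule biogenesis inhibitors block K1F phage lysis so surviving cells raise fluorescence; higher fluorescence means more inhibition of phage lysis; actives were called in the ten point dose series up to 300 µM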
GPR55 activation – GPR55 agonists via beta-arrestin recruitment, primary screen, imaging, U2OS cells, beta-arrestin-GFP redistribution (AID 1961); U2OS GPR55 beta-arrestin-GFP redistribution imaging; higher % means a stronger effect; activation, % at 10 µM, or EC50 in µM where a hit was titrated; 290,000 tested, 0.048% active;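 active means activation above 40% with more than 50 cells counted in the well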;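 further: U2OS osteosarcoma cells stably expressing GPR55 and beta-arrestin-GFP; plate controls were DMSO negative control for no effect and LPI positive control for full effect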
NTR1 agonist cell count 20 µM – second read-out of NTR1 agonist, no call of its own (marks repeat the call); cell count; measured here: cell count, cytotoxicity flag
* marks the source's active call; other numbers are inactive results; nt = not tested or not shown; & = joins results of further samples; [ ] = dose if it differs, or a comment.

The line under a structure holds: KOR beta-arrestin-2, K1F lysis inhibition, GPR35 antagonists, NTR1 agonist cell count 20 µM, MgcRacGAP inhibition, KOR beta-arrestin-1, NOD1 inhibition, GPR55 antagonists, GPR55 activation, NTR1 agonist
- CCN1C(=O)/C(=C2/Sc3ccccc3N2CCCS(=O)(=O)O)SC1=S
 : -0.4%&-5.0%, 0.1%&-1.1%, 20%&-11%, 75&85, 13%&3%, 19%&12%, 14%&-24%, 12%&3%, -0.1%&-0.2%, -0.4&-1.0
- COc1ccc(CCNC(=O)c2ccc(N(C)S(=O)(=O)c3ccc(C)cc3)cc2)cc1OC
 : nt, -0.5%, 12%, 40, 2%, -16%[20 µM], -4%, 0%, -0.1%, 2.2
- Cc1cc(C)n(CC(=O)O)c(=O)c1[N+](=O)[O-]
 : -8.1%, -4.4%, -5%, 77, -3%, 3%, -20%, 2%, 0.2%, 1.6
- COc1ccc2c(c1OC)C(=O)N1C2SC(C)(C)[C@H]1C(=O)NCC(C)C (stereo partly drawn)
 : -0.1%, 0.2%, -6%, 83, 6%, 31%, -4%, 4%, -0.2%, -0.3
- C/C(=N\NC(=O)Cc1c[nH]c2ccccc12)c1ccc2ccccc2c1
 : 4.8%, 0.1%, 1%, 66, 3%, -52%, -5%, -2%, 0.3%, 7.4
- CC(C)CNc1nc(N)c([N+](=O)[O-])c(NCc2ccccc2)n1
 : 0.7%, 0.2%, -7%, 110, 5%, -12%, -14%, -13%, 0.0%, -0.2
- COC(=O)c1ncn(C2OC(COC(C)=O)C(OC(C)=O)C2OC(C)=O)n1 (stereo not drawn)
 : -0.4%, 0.1%, 12%, 91, 1%, -11%, -55%, 13%, 0.3%, 3.2
- Cc1ccc(-c2cc(C(=O)N/N=C/c3cccnc3)n[nH]2)o1
 : 0.0%, 3.2%, -3%, 71, 7%, -18%, -18%, 6%, 0.8%, 0.2
- CCN1CSC(=S)N(Cc2ccc(OC)cc2)C1
 : -5.0%, 1.1%, -8%, 63, 15%, 23%, -2%, 3%, 0.1%, 1.6
- CC1CCCCC1Nc1nc2ccc(Cl)cc2n2cnnc12 (stereo not drawn)
 : 1.0%, 0.0%, -6%, 74, 6%, 5%, -3%, 0%, 0.0%, 13
- CCCCCc1cc(=O)oc2c(C(CCN3CCCC(C)C3)c3ccc(OC)cc3)c(OC)cc(OC)c12 (stereo not drawn)
 : -0.7%, -2.6%, -6%, 58, 0%, -2%, 5%, 41%, 0.0%, 34
- Cc1cc(O)c(C(C)C)cc1N=C1CSC(=O)N1
 : 1.6%, 0.1%, 8%, 58, 9%, -12%, 11%, 8%, 0.2%, -1.2
- CCCCCSc1nc2c(c(=O)[nH]c(=O)n2C)n1C(C)C
 : 0.3%, -2.5%, 1%, 60, 0%, -10%, -6%, 0%, -0.1%, 18
- CCN1C(=S)N[C@@H](CCc2ccccc2)[C@H](C(=O)OC)[C@H]1C
 : -5.9%, -1.1%, 16%, 93, -6%, 2%[20 µM], -17%, 6%, 0.0%, 0.0
- Cc1cccc(-c2c(NC(=O)c3ccco3)oc3c(C)cccc3c2=O)c1
 : -4.1%, 0.5%, 14%, 63, 7%, 6%, -10%, 11%, -0.2%, -0.2
- COc1ccccc1C(=O)NCCNC(=O)c1ccc(C)nc1
 : -2.9%, 0.0%, 12%, 50, -7%, -6%, -19%, -9%, 0.6%, 0.0
- CCOC(=O)C1=C(NC(=S)NC(=O)c2ccccc2)c2ccccc2CC1(C)CC (stereo not drawn)
 : -1.2%, 0.2%, 10%, 49, 8%, 24%, -35%, 10%, 0.0%, 13
- O=C(CSc1ccccc1)Nc1nc2ccccc2[nH]1
 : -3.7%, -7.3%, -4%, 44, 3%, -22%, -16%, 5%, 1.1%, -0.1
- Cc1ccc(C(=O)CCC(=O)Nc2ccc(Cl)c(S(=O)(=O)Nc3cccc(Cl)c3)c2)cc1
 : -0.9%, 2.7%, -19%, 55, -4%, -50%, 20%, 7%, -0.2%, 2.7
- COC(=O)CC1COc2ccccc2N1C(=O)c1ccc(C(C)(C)C)cc1 (stereo not drawn)
 : -0.6%, 0.4%, 4%, 67, 4%, 6%, 22%, 20%, 0.8%, 8.4
- COc1ccc(C)cc1S(=O)(=O)n1ccnc1C
 : 1.5%, -0.3%, -5%, 25, 6%, -12%, -46%, -6%, 0.2%, -0.6
- Cn1c(SCC(=O)N2CCCC2)nnc1-c1ccc2c(c1)OCO2
 : -1.5%, 0.2%, 7%, 49, 8%, -26%, -6%, 1%, -0.4%, 0.4
- OCCN(CCO)Cc1csc2ccccc12
 : -2.3%, 0.2%, 9%, 69, 5%, nt, 21%, 6%, -0.4%, 0.2
- N#CCCN1CCN(C(=S)c2ccc(-c3cccc(Cl)c3)o2)CC1
 : 9.7%, -0.3%[50 µM], 4%, 48, 7%, 21%, -53%, 4%, 0.0%, -0.2
- COc1ccc2c(c1)C(NC(C)=O)C(=O)N2CCc1ccccc1 (stereo not drawn)
 : nt, 0.7%, 10%, 52, 2%, -8%[20 µM], -30%, 7%, 0.6%, 0.5
- CC(C)c1ccc(C(=O)CSc2n[nH]c(-c3ccncc3)n2)cc1
 : 3.1%, 0.1%, 5%, 58, 11%, 0%, 22%, 2%, -0.1%, 1.9
- Cc1ccc(N2C(=O)Nc3ccc(Br)cc3C2(O)C(=O)NCCCN(C)C)cc1C (stereo not drawn)
 : 0.8%, 0.0%, 2%, 94, 8%, 17%, -13%, 7%, -0.2%, -1.4
- CC(=O)Nc1ccc(S(=O)(=O)Nc2ccccc2C(=O)N2CCCCCC2)cc1
 : 0.7%, 0.1%, 13%, 72, 8%, 33%, 30%, 7%, 0.3%, 0.2
- O=C(CSc1nnc(-c2ccc(OC(F)F)cc2)o1)NCc1cccs1
 : 3.3%, 0.2%, 9%, 67, 9%, 23%, -12%, 2%, -0.1%, 0.5
- NC(=S)n1[nH]c(-c2ccc([N+](=O)[O-])cc2)c(N=Nc2ccccc2[N+](=O)[O-])c1=O
 : 4.8%, 0.1%, -7%, nt, 7%, -20%, -24%, 4%, -0.1%, nt

An excerpt of these results, as comma-separated lines:
structure,KOR beta-arrestin-2,K1F lysis inhibition,GPR35 antagonists,NTR1 agonist cell count 20 µM,MgcRacGAP inhibition,KOR beta-arrestin-1,NOD1 inhibition,GPR55 antagonists,GPR55 activation,NTR1 agonist
CCCCCc1cc(=O)oc2c(C(CCN3CCCC(C)C3)c3ccc(OC)cc3)c(OC)cc(OC)c12 (stereo not drawn),-0.7%,-2.6%,-6%,58,0%,-2%,5%,41%,0.0%,34
Cc1cc(O)c(C(C)C)cc1N=C1CSC(=O)N1,1.6%,0.1%,8%,58,9%,-12%,11%,8%,0.2%,-1.2

Next part:
The line under a structure holds: KOR beta-arrestin-2, K1F lysis inhibition, GPR35 antagonists, NTR1 agonist cell count 20 µM, MgcRacGAP inhibition, KOR beta-arrestin-1, NOD1 inhibition, GPR55 antagonists, GPR55 activation, NTR1 agonist
- O=C(Oc1c(Cl)cc(Cl)c2cccnc12)c1cccs1
 : -9.5%, 0.4%, -6%, 80, 8%, 88%, -42%, 15%, -0.3%, 2.3
- COc1cccc(-n2nnnc2SCC(=O)NCc2ccco2)c1
 : -3.2%, 0.6%, -9%, 55, -1%, -2%, -9%, -15%, 0.2%, -1.4
- c1cc(C2CCN(Cc3nc(-c4ccc5c(c4)OCO5)no3)CC2)ccn1
 : -1.6%, 0.2%, 4%, 60, 5%, -27%, 3%, 6%, -0.2%, 4.8
- CCC(C)NC(=O)c1cc2cc3ccc(OC)cc3nc2s1 (stereo not drawn)
 : 4.7%, -0.3%, 2%, 64, 2%, -5%, -15%, 2%, 0.2%, -0.6
- CC(C(=O)NCCCc1ccccc1)n1cccc1C(=O)c1ccccc1 (stereo not drawn)
 : -3.7%, -0.1%, 1%, 85, 2%, 4%, 19%, 5%, 0.3%, 1.1
- COc1cc(NC(=O)c2onc(C)c2Cl)cc(OC)c1OC
 : -6.4%, -0.3%, 7%, 39, -4%, 7%, 2%, 4%, 0.3%, -0.6
- CCc1nnc(NC(=O)c2ccc(F)c(S(=O)(=O)N3CCCCC3)c2)s1
 : 0.4%, 1.0%[50 µM], 54%, 59, 9%, 5%, -32%, -8%, 0.3%, 0.6
- Cc1cnc(NC(=O)Cn2cnc3c2c(=O)n(C)c(=O)n3C)s1
 : nt, 0.7%[50 µM], -7%, 59, 14%, nt, 14%, 2%, -0.2%, -0.6
- CCOc1ccc(NC2=NC(C(=O)NCc3ccccc3)CC(=O)N2)cc1 (stereo not drawn)
 : nt, -0.8%, 6%, 48, 10%, -17%, -13%, -3%, -0.1%, 0.1
- COc1ccc(C[C@H]2CN3C(=NC[C@@H]3C(C)C)N2CCNC(=O)CCC2CCCCC2)cc1
 : -7.3%, 0.2%, 6%, 87, 8%, -6%, -27%, 26%, -0.1%, 3.4
- NC(=O)c1c(NC(=O)c2cccnc2)sc2c1CCCCC2
 : -5.6%, 1.6%, 6%, 52, 3%, -4%[20 µM], -43%, -16%, -0.1%, 1.6
- Cc1ccc(-n2nc(C(=O)c3ccccc3)n3c(=O)cc(-c4ccccc4)nc23)cc1
 : -0.9%, 1.5%, 6%, 63, 14%, -12%, -22%, 23%, 0.0%, 2.1
- CC(CNC(=O)CN1C(=O)c2cccnc2Oc2ccc(Cl)cc21)c1ccccc1 (stereo not drawn)
 : 2.0%, -0.2%, -19%, 54, 3%, -21%, 11%, 8%, -0.1%, -0.3
- COc1cc(C(=O)O)nc2ccc([N+](=O)[O-])cc12
 : -5.1%, -0.1%, -6%, 31, 4%, 33%, -38%, 3%, 0.1%, -1.2
- COc1cccc(CN(Cc2cccnc2)S(=O)(=O)c2ccc(-n3cnnn3)c(C)c2)c1
 : -6.2%, -0.5%, 9%, 63, 0%, 19%, 12%, -3%, 0.4%, 0.8
- O=C(CSc1nnc(-c2cccnc2)o1)N1CCCCC1
 : -2.9%, 0.3%, -3%, 51, 7%, 10%, -16%, 2%, -0.2%, 0.5
- NC(=O)c1ccccc1NC(=O)CSC1=NCCS1
 : 1.9%, -0.1%, -6%, 48, 16%, -15%, -25%, 8%, 0.2%, -0.2

Entries shown so far with a COOH group, in the order listed:
The line under a structure holds: KOR beta-arrestin-2, K1F lysis inhibition, GPR35 antagonists, NTR1 agonist cell count 20 µM, MgcRacGAP inhibition, KOR beta-arrestin-1, NOD1 inhibition, GPR55 antagonists, GPR55 activation, NTR1 agonist
- Cc1cc(C)n(CC(=O)O)c(=O)c1[N+](=O)[O-]
 : -8.1%, -4.4%, -5%, 77, -3%, 3%, -20%, 2%, 0.2%, 1.6
- COc1cc(C(=O)O)nc2ccc([N+](=O)[O-])cc12
 : -5.1%, -0.1%, -6%, 31, 4%, 33%, -38%, 3%, 0.1%, -1.2

This is a subset, so the mix of outcomes need not match the whole.
